Screening results as filed in PubChem BioAssay.
PKA-R2B act – activators of human PKA-R2B complex; activation, % at 11.4 µM; 340,000 tested, 0.079% active; AID 504700; PKA-R2B holoenzyme dissociation, Cy5-IP20 fluorescence polarization; R2B truncated from residue 108, S112A mutant; 0% DMSO only, 100% 113 µM cGMP;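 active = activation above a cutoff set at the mean over all compounds plus 3 SD, cut at about 18% in these data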;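 also: higher means more holoenzyme dissociation and a rise in polarization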
Target sequence (P31323 whole entry, looked up, other chains not shown, the tested form may be a part): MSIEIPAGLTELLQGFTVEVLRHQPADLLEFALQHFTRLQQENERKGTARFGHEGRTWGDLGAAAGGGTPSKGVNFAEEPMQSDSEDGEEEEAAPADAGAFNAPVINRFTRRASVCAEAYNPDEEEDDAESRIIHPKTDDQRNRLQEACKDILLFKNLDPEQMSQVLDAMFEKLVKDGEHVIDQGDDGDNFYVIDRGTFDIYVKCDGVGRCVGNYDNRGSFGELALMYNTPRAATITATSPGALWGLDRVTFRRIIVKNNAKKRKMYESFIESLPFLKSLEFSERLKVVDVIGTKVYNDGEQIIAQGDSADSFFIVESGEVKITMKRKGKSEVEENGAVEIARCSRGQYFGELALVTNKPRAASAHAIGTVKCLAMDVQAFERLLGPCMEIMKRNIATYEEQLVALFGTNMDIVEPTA
DAGLB inh – diacylglycerol lipase beta (human) inhibition | inhibition, % at 5.17 µM | 340,000 tested, 0.059% active | AID 504411 | Q8NCG7 | HEK293T DAGLB membrane lysate, EnzChek fluorogenic substrate; in the data active = inhibition above about 34%;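 also: 0% = enzyme with vehicle and 100% = wells lacking enzyme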
Target sequence (Q8NCG7 whole entry, looked up): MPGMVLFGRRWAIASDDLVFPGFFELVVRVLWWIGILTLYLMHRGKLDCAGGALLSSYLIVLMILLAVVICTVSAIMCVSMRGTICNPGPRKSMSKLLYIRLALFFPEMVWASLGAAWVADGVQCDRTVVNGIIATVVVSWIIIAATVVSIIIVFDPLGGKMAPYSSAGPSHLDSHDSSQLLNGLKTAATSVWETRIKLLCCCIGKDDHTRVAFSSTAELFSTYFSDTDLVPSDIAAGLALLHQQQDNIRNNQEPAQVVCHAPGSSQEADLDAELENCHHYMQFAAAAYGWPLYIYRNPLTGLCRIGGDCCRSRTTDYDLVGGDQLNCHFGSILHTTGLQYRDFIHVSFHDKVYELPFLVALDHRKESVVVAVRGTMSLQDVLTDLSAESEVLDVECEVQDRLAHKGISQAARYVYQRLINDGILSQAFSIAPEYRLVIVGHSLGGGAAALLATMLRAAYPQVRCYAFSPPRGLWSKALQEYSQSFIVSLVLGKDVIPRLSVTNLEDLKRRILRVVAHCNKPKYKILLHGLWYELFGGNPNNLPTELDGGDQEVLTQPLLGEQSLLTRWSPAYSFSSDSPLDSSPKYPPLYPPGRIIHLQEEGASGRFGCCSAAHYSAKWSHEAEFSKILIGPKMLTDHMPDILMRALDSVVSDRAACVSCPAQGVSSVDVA
DSG3 Ab inh – blocks pemphigus antibody binding to human desmoglein-3; DSG3-coupled beads, scFv-anti-DSG3-GFP binding, flow cytometry; stronger effect = lower value; binding (percent of control), % at 10 µM; 310,000 tested, 0.48% active; AID 588358;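 active = binding more than 3 SD below its plate's average and above zero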;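 also: hits lower antibody fragment binding to DSG3; some compounds called inactive have numbers as strong as hits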
MOR-DOR ag – agonists of human mu-delta opioid receptor heterodimerization. cells, OPRM1-OPRD1 heterodimerization, luminescence. activation, % at 9.3 µM. 340,000 tested, 0.3% active. AID 504326; in the data active = activation above about 18%;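 also: 0% = vehicle-treated cells and 100% = reference agonist; values of inactives mirror those of a sister screen read the other way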
Arr AP2 block – human beta-arrestin and AP2 interaction inhibition; FITC-arrestin peptide / GST-AP2 beads, flow cytometry; AP2 beta2 appendage carries R879A mutation; inhibition, % at 10 µM; 340,000 tested, 0.31% active; AID 504490;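 active = inhibition above a set limit, near 3 SD of compounds lacking own fluorescence, cut at about 54% in these data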;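 also: plate controls were DMSO wells for no effect and 5 µM unlabelled arrestin peptide for full effect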
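System: GST-tagged AP2 beta2-adaptin appendage (R879A) on 4 µm glutathione beads / Reagent: FITC-arrestin peptide, 50 nM / Detection: HyperCyt-sampled flow cytometry, FL1 channel, ex 488/em 535 nm / Timing: 12 min plus 1 h, RT / Buffer or medium: PBS plus Tween 20 (0.05%) and BSA (0.1%)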
HTR5A inv ctr – inverse agonist of human HTR5A in OPRM1-OPRD1 counter-screen; HTR5A cell line, luminescence, inverse agonism; P47898; inhibition, % at 9.3 µM; 340,000 tested, 0.083% active; in the data active = inhibition mostly above about 23%, no sharp cut-off; inactive = mostly below about 18%;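 also: 0% = cells with DMSO and 100% = no-cell wells with DMSO; some compounds called inactive have numbers as strong as hits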
PKA-R1A act – activates the PKA-R1A holoenzyme complex; P00514+P68181; PKA-R1A dissociation, Cy5-IP20 fluorescence polarization; scaled: DMSO 0%, 113 µM cGMP 100%; activation, % at 11.4 µM; 340,000 tested, 0.083% active;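 active = percent activation above the mean of all tested compounds plus 3 SD, cut at about 19% in these data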;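 also: higher means more PKAc released from R1A so a rise in polarization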
HTR5A ag ctr – HTR5A agonism, opioid heterodimer counter-screen | HTR5A agonist assay, luminescence, cell-based | 340,000 tested, 0.61% active | activation, % at 9.3 µM; in the data active = activation mostly above about 9.5%, no sharp cut-off; inactive = mostly below about 7.6%;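 also: 0% = cells with vehicle only and 100% = reference agonist; strong numbers were not always called active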
OPRM1-OPRD1 inv – inverse agonist of human OPRM1-OPRD1 heterodimerization. P35372+P41143. cell-based MOR-DOR heterodimer luminescence, inverse agonism. inhibition, % at 9.3 µM. 340,000 tested, 0.21% active. AID 504357; in the data active = inhibition above about 22%, passing the limit was not always enough;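 also: 0% = cells with DMSO and 100% = wells without cells with DMSO; values of inactives mirror those of a sister screen read the other way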
V-ATPase pH – yeast V-ATPase proton transport regulation by pHLuorin; S. cerevisiae, pHLuorin cytosolic pH fluorescence; 350,000 tested, 0.37% active; AID 504577; response, % at 10 µM; in the data active = response mostly above about 7.3%, no sharp cut-off; inactive = mostly below about 5.4%; also: actives read high; inactives centre near 0; some compounds called inactive have numbers as strong as hits; reference of the scale not given here
Numbers without * were called inactive; · = not tested or not shown.

SMILES	PKA-R2B act	DAGLB inh	DSG3 Ab inh	MOR-DOR ag	Arr AP2 block	HTR5A inv ctr	PKA-R1A act	HTR5A ag ctr	OPRM1-OPRD1 inv	V-ATPase pH
Cc1ccc2[nH]cc(CCNC(=O)Nc3ccccc3)c2c1	0	0	98	0.8	2	-26	2	-1	-5	3
CC1(C)Cc2c(sc(NC(=O)C(=O)NCCCN3CCOCC3)c2C#N)CO1	-4	0	102	-3.2	-1	7	-2	-5	16	-5
Nc1cccnc1Oc1ccc(F)cc1F	-3	-3	·	-2.1	-8	-14	-4	-1	11	-2
COC(=O)c1cc(Br)c(=O)n(CCC2=CCCCC2)c1	-3	-5	101	-0.7	11	9	13	-2	4	0
CCOC(=O)N1CCN(C(=O)c2ccc(OCC)cc2)CC1	-13	-4	101	-3.2	27	3	-7	-1	16	1
CC(C)CNC(=O)COc1ccccc1[N+](=O)[O-]	-1	0	108	-0.5	-3	0	1	-2	2	2
C/C(=N\NC(=O)CNC(=O)C(c1ccccc1)c1ccccc1)c1ccccc1	-9	-1	101	-0.9	10	-12	-4	3	5	-1
CSc1ccc(CCNS(=O)(=O)c2c(C)[nH]c(C)c2C(=O)N2CCCCC2)cc1	2	0	94	-0.7	28	-9	7	2	3	2
O=C(CSc1nc(-c2ccccc2)c(-c2ccccc2)o1)NC1CCS(=O)(=O)C1 (stereo not drawn)	-1	-2	102	-1.6	-11	-4	-2	2	9	1
COc1ccc(C2C3=C(CCCC3=O)Nc3nc(-c4cc(OC)c(OC)c(OC)c4)nn32)cc1OC (stereo not drawn)	-9	2	96	-0.7	14	-5	1	0	4	1
Cc1cc(NC(=O)CSc2nc3ccccc3c(=O)n2Cc2ccc(F)cc2)no1	-1	-1	·	-2.2	17	-1	-10	0	11	-3
COc1ccc(C2NC3=C(CCC3)C3(C#N)C(OC)(OC)N=C(N)C23C#N)cc1 (stereo not drawn)	-1	0	111	-0.1	2	-3	-8	-3	1	0
C/C(=N/NC(=O)c1cc(-c2cccc([N+](=O)[O-])c2)n[nH]1)c1cccc(O)c1	-10	1	75*	1.8	33	8	-7	-2	-9	0
COc1ccc(CN([C@H](CO)CC(C)C)S(=O)(=O)N(Cc2ccccc2)[C@H](CO)CC(C)C)cc1	-11	-14	104	15	-6	0	-17	3	-68	-11
c1ccc2c(c1)ccc1nnnn12	3	2	·	-2.9	-5	-10	-1	4	14	4

The listing continues:
SMILES	PKA-R2B act	DAGLB inh	DSG3 Ab inh	MOR-DOR ag	Arr AP2 block	HTR5A inv ctr	PKA-R1A act	HTR5A ag ctr	OPRM1-OPRD1 inv	V-ATPase pH
COc1cc(CN2CCCC(C)C2)cc([N+](=O)[O-])c1O (stereo not drawn)	-5	-1	101	-0.5	29	-7	-7	3	3	0
COc1ccc(/C(C)=N\NS(C)(=O)=O)c(OC)c1	4	-3	98	-0.7	4	8	3	-2	3	5
Cc1nc(C(C)NC(=O)c2ccc(OC3CCN(Cc4ccccn4)CC3)cc2)c(C)s1 (stereo not drawn)	-2	-2	100	-3.0	-6	19	-6	-2	16	-7
CCN1CCN(Cc2ccc(NC(=O)Nc3ccccc3OC)cc2)CC1	-5	1	109	-0.2	1	2	8	-1	1	-1
CCOC(=O)N1CCC(NC(=O)C(C)n2c3ccccc3c3cnn(C)c(=O)c32)CC1 (stereo not drawn)	1	0	98	-1.0	-2	11	-14	-4	6	4
CN(C(=O)c1ccccc1C(=O)OCC(=O)Nc1ccc(OC(F)F)cc1)c1ccccc1	4	1	97	-0.3	30	12	0	6	1	-3
Cc1cccc(-n2ncc3c(=O)[nH]c(SCC(=O)NCCC4=CCCCC4)nc32)c1	3	0	105	-1.9	19	9	5	-1	7	6
Cc1ccc(CN(C(=O)c2cccs2)C2CCS(=O)(=O)C2)cc1 (stereo not drawn)	-15	2	107	-1.3	-12	-5	-15	2	4	6
Cn1cnc(S(=O)(=O)Nc2ccc(C(F)(F)F)cc2)c1	6	-4	111	-1.6	0	-9	2	2	7	-1
C/C(=N\N=C(c1ccccc1)c1ccccc1)c1ccco1	-4	-9	112	1.6	31	-1	-6	1	-8	-3
COc1ccc(N(C(=O)c2cnccn2)C(C(=O)NCc2ccccc2)c2ccc(O)cc2)cc1 (stereo not drawn)	-17	2	·	-0.2	8	-7	-4	3	1	3
CC(C)NC(=O)Nc1ccc(Br)cc1Cl	1	-3	103	0.9	5	-18	11	11	-7	-1
O=C(CN1C(=O)S/C(=C\C=C\c2ccccc2)C1=O)NC1CCS(=O)(=O)C1 (stereo not drawn)	7	2	105	-3.6	-2	-16	8	-2	18	1
O=C(c1cccnc1)C1CCCN(Cc2nc(Cc3ccccc3)no2)C1 (stereo not drawn)	-9	-4	97	-1.9	16	-12	-7	5	9	-1
CCc1ccc(-n2cc(-c3ccc([N+](=O)[O-])cc3)[nH]c2=S)cc1	2	8	120	0.9	33	-14	-5	1	-5	0

With a hit mark in DSG3 Ab inh, among the entries above:
Molecule	PKA-R2B act	DAGLB inh	DSG3 Ab inh	MOR-DOR ag	Arr AP2 block	PKA-R1A act	OPRM1-OPRD1 inv	V-ATPase pH
C/C(=N/NC(=O)c1cc(-c2cccc([N+](=O)[O-])c2)n[nH]1)c1cccc(O)c1	-10	1	75*	1.8	33	-7	-9	0

(continued)
Results follow in this order: PKA-R2B act | DAGLB inh | DSG3 Ab inh | MOR-DOR ag | Arr AP2 block | HTR5A inv ctr | PKA-R1A act | HTR5A ag ctr | OPRM1-OPRD1 inv | V-ATPase pH
- CCn1ccc(C(=O)Nc2c(C)nn(Cc3c(F)c(F)c(F)c(F)c3F)c2C)n1
 : 2 | -1 | 104 | -2.0 | -5 | 8 | -5 | -2 | 10 | 0
- COc1ccc(NS(=O)(=O)/C=C/c2ccccc2)cc1
 : 2 | -1 | 92 | -1.1 | 5 | -2 | -3 | 6 | 7 | 3
- COc1ccc(Cn2c(=O)oc3ccccc32)cc1
 : -5 | -10 | 98 | · | · | · | -6 | · | · | 2
- C#CC(C)(CC)NC(=O)c1cc2cccc(CC=C)c2oc1=O (stereo not drawn)
 : -9 | -4 | 116 | 7.5 | -9 | 0 | -9 | 0 | -37 | 4
- O=C(CSc1ccccc1)Nc1cccc(S(=O)(=O)N2CCCC2)c1
 : -6 | 0 | 106 | -2.2 | 20 | 7 | -6 | 2 | 11 | 0
- O=[N+]([O-])c1cc(F)cc(F)c1Nc1cc(F)cc(F)c1
 : -6 | 6 | 117 | 10 | 8 | -14 | 0 | 4 | -50 | -1
- Cc1nnc(NCc2ccccc2)c2ccccc12
 : -10 | 0 | 101 | -0.9 | 43 | -15 | 11 | 0 | 5 | -5
- O=C(O)c1cccc(C(=O)Nc2cccc(NC(=O)C3CCCO3)c2)c1 (stereo not drawn)
 : 0 | -2 | 112 | -1.1 | 0 | 10 | -8 | 7 | 6 | 0
- Cc1ccc(-c2csc(NC(=O)c3cccc(N4C(=O)CCC4=O)c3)n2)o1
 : -5 | -2 | 99 | -2.8 | 26 | -20 | 4 | 7 | 16 | -5
- CCN=C1SC(CC(=O)Nc2ccccc2OCC)C(=O)N1CC (stereo not drawn)
 : 0 | -5 | 92 | -2.4 | 27 | -31 | 2 | 2 | 12 | 9
- CC(C)Cn1c(=S)[nH]c2cc(C(=O)O)ccc2c1=O
 : 7 | 5 | 91 | -3.9 | 0 | -4 | -1 | 8 | 20 | 1
- O=C(NCc1ccccn1)c1nn(-c2ccccc2)c(=O)c2ccccc12
 : 2 | 0 | 100 | -3.1 | -36 | -1 | 0 | 0 | 15 | 0
- O=c1c2ccccc2sc2c(CO)ccc(NCCN3CCCCC3)c12
 : -13 | 1 | 92 | -3.2 | 2 | 4 | -3 | -1 | 14 | 9
- N#CC(C#N)=C1C=CC=CN1/C(=C\c1ccco1)C(=O)c1ccccc1
 : -10 | 2 | · | -6.9 | 9 | -8 | 7 | -4 | 36* | 2
- CCc1ccc(NC(=O)CN2CCCN(S(=O)(=O)c3ccc(F)cc3)CC2)cc1
 : -13 | -1 | · | -1.6 | -9 | 8 | -13 | 3 | 10 | 0

Further compounds.
Results follow in this order: PKA-R2B act | DAGLB inh | DSG3 Ab inh | MOR-DOR ag | Arr AP2 block | HTR5A inv ctr | PKA-R1A act | HTR5A ag ctr | OPRM1-OPRD1 inv | V-ATPase pH
- O=C(CSCc1ccccc1Cl)N/N=C/c1ccco1
 : -2 | -1 | 95 | -1.4 | 0 | -14 | -12 | 4 | 6 | -1
- C#Cc1ccc([C@@H]2C=C(C(=O)N3CCOCC3)O[C@H](OCc3ccc(CO)cc3)C2)cc1
 : -9 | -1 | 101 | -2.5 | -9 | -8 | -12 | -2 | 14 | 0
- COC(=O)c1cccc(NC(=O)c2cccnc2)c1
 : 0 | 0 | 140 | -3.0 | 19 | 5 | -8 | -2 | 15 | -3
- CC(Nc1nc(-c2cccnc2)nc2ccccc12)c1ccc(F)cc1 (stereo not drawn)
 : 11 | 2 | 116 | -1.5 | -9 | 1 | 0 | 0 | 8 | 5
- CC(=O)c1cccc(CN2CCC(C(=O)Nc3cccc(-c4ccn[nH]4)c3)CC2)c1
 : -6 | -4 | 112 | -6.0 | 1 | -7 | -4 | 7 | 20 | -5

Among those listed so far, these contain fluorine.
Results follow in this order: PKA-R2B act | DAGLB inh | DSG3 Ab inh | MOR-DOR ag | Arr AP2 block | HTR5A inv ctr | PKA-R1A act | HTR5A ag ctr | OPRM1-OPRD1 inv | V-ATPase pH
- Nc1cccnc1Oc1ccc(F)cc1F
 : -3 | -3 | · | -2.1 | -8 | -14 | -4 | -1 | 11 | -2
- Cc1cc(NC(=O)CSc2nc3ccccc3c(=O)n2Cc2ccc(F)cc2)no1
 : -1 | -1 | · | -2.2 | 17 | -1 | -10 | 0 | 11 | -3
- CN(C(=O)c1ccccc1C(=O)OCC(=O)Nc1ccc(OC(F)F)cc1)c1ccccc1
 : 4 | 1 | 97 | -0.3 | 30 | 12 | 0 | 6 | 1 | -3
- Cn1cnc(S(=O)(=O)Nc2ccc(C(F)(F)F)cc2)c1
 : 6 | -4 | 111 | -1.6 | 0 | -9 | 2 | 2 | 7 | -1
- CCn1ccc(C(=O)Nc2c(C)nn(Cc3c(F)c(F)c(F)c(F)c3F)c2C)n1
 : 2 | -1 | 104 | -2.0 | -5 | 8 | -5 | -2 | 10 | 0
- O=[N+]([O-])c1cc(F)cc(F)c1Nc1cc(F)cc(F)c1
 : -6 | 6 | 117 | 10 | 8 | -14 | 0 | 4 | -50 | -1
- CCc1ccc(NC(=O)CN2CCCN(S(=O)(=O)c3ccc(F)cc3)CC2)cc1
 : -13 | -1 | · | -1.6 | -9 | 8 | -13 | 3 | 10 | 0
- CC(Nc1nc(-c2cccnc2)nc2ccccc12)c1ccc(F)cc1 (stereo not drawn)
 : 11 | 2 | 116 | -1.5 | -9 | 1 | 0 | 0 | 8 | 5

This is a random part of the collection. Share with any hit: about 2.4%.
